CHO-K1 Ca antag: M1 antagonist counterscreen hit in parental CHO-K1 cells; ATP-induced calcium, Fluo-8 fluorescence; inhibition, % at 3 µM; hit rate 0.6% among 360,000; AID 602250;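 active means inhibition above a per-plate cutoff, the plate's mean sample inhibition plus 3 SD, cut at about 24% in these data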;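 further: 0% = DMSO plus EC80 ATP and 100% = DMSO alone without ATP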
TAAR1 ag: human TAAR1 agonism; activation, % at 3 µM; hit rate 0.99% among 360,000; Q96RJ0; CHO RD-HGA16 TAAR1, Fluo-8 calcium fluorescence; vehicle wells 0%, saturating PEA agonist 100%;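 active means activation above the mean activation of all test compounds in the run plus 3 SD, cut at about 38% in these data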
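Signal – calcium-sensitive Fluo-8 signal, excitation 470-495, emission 515-575 nm · System – RD-HGA16 (CHO) cells co-expressing Gα16 and hTAAR1 · Incubation – 17-24 h seeding, 75 min 37 °C dye, 30 min RT · Compound dosing – 3 µM single concentration · Repeats – no replicates (n 1)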
M1 PAM parental: nonselective activator or artifact in parental CHO-K1 calcium assay. AID 602247. hit rate 0.02% among 360,000. activation, % at 3 µM. ATP EC20, Fluo-8 calcium fluorescence; 0% at ATP EC20, 100% at ATP max;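 active means activation above the run cutoff, the mean activation of all test compounds plus 3 SD, cut at about 40% in these data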;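 further: peak over basal fluorescence ratio in a 140 s read after ATP addition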
CHRM1 agonist: agonists of human M1 muscarinic receptor; CHO-K1 hM1, Fluo-8 calcium fluorescence, agonist mode; 0% DMSO, 100% acetylcholine EC100; AID 588814; activation, % at 3 µM; hit rate 0.33% among 360,000; P11229;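 active means activation above the run's mean compound activation plus 3 SD, cut at about 16% in these data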;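 further: peak over basal fluorescence ratio within a 140 s kinetic read after compound addition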
Target sequence (P11229 whole entry, looked up): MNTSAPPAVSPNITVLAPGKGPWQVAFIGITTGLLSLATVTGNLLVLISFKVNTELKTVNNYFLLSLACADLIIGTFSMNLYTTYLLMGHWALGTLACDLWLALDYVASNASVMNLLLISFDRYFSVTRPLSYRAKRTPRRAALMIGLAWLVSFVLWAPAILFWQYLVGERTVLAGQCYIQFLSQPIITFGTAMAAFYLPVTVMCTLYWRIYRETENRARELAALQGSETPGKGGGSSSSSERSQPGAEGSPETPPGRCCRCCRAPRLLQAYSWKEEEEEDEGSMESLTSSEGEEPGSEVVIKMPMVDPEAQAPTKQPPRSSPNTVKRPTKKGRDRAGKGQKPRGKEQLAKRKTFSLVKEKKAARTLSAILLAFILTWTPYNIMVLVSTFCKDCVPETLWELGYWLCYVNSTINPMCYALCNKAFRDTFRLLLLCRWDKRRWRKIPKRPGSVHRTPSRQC
V1R ag counter: activates human V1a receptor in oxytocin agonist counter-screen. P37288. CHO-V1R cells, Fluo-8 calcium fluorescence, agonist mode; 0% DMSO, 100% 3 nM vasopressin. activation, % at 3 µM. hit rate 0.25% among 320,000. AID 2797;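 active means activation above the mean activation of all tested compounds plus 3 SD, per screening run, cut at about 20% in these data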;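 further: signal is peak over basal fluorescence ratio across a 100 second FLIPR read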
CHO parental Ca: counter-screen: ATP calcium response change in parental CHO cells. hit rate 0.63% among 330,000. inhibition, % at 5.6 µM. AID 463079. parental CHO-K1, ATP-induced calcium, Fluo-8 fluorescence;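 active means inhibition above that plate's mean sample inhibition plus 3 SD, cut at about 26% in these data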;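 further: 0% = ATP-challenged DMSO wells and 100% = DMSO wells without ATP; some compounds past the cut are filed as inactive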
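Material – parental CHO cells · Reagent – ATP stimulus · Compound – single nominal dose of 5.6 µM per compound · Detection – Fluo-8 fluorescence · Read-out basis – percent inhibition of calcium signal · Controls – ATP-challenged DMSO wells low, unchallenged DMSO wells high · Repeats – no replicates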
TAAR1 antag: human TAAR1 antagonism. hit rate 1.5% among 360,000. AID 624466. Q96RJ0. inhibition, % at 3 µM. CHO RD-HGA16 TAAR1, Fluo-8 calcium fluorescence, antagonist;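 active means inhibition above a per-plate cutoff, the mean inhibition of test compounds on that plate plus 3 SD, cut at about 49% in these data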;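 further: 0% = DMSO plus EC80 beta-PEA response and 100% = DMSO alone without agonist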
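Test system – hTAAR1-expressing CHO RD-HGA16 cells, Gα16-coupled · Reagent – β-PEA at EC80 concentration, post-compound challenge · Compound dosing – 3 µM, single point · Timing – 140 s kinetic read after compound, 140 s after agonist · Detection – Fluo-8 intracellular calcium dye fluorescence, real-time kinetic reads · Control set – DMSO and EC80 PEA controls · Repeats – n of 1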
OXTR potentiate: human OXTR potentiation; P30559; CHO-OTR cells, Fluo-8 calcium fluorescence, potentiator mode; 0% = oxytocin EC15, 100% = EC100; activation, % at 3 µM; hit rate 0.061% among 320,000; AID 2445;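 active means activation above that plate's cutoff, the mean activation of tested compounds plus 3 SD, cut at about 6.6% in these data, passing the limit was not always enough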;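 further: 100% uses oxytocin at 75 nM as the full agonist control; some results filed as inactive read as strong as hits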
Target sequence (P30559 whole entry, looked up): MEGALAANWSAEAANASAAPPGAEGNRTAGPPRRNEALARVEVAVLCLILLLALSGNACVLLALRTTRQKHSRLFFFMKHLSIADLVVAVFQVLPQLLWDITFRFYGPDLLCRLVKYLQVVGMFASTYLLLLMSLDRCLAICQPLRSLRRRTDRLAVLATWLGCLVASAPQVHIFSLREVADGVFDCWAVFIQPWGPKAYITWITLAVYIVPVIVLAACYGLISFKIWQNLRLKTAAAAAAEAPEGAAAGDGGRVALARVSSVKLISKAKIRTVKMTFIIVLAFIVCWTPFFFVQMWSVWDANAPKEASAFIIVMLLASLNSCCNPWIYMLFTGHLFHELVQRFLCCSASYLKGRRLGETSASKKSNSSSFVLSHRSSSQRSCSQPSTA
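Assay system: CHO cell line stably expressing human OTR | Also added: Oxytocin at about EC15, sub-maximal agonist stimulus | Times: Compound 6 min at room temperature before oxytocin, 100 s read | Measured by: Fluo-8 intracellular calcium fluorescence, ex 470-495, em 515-575 nm | Controls: EC15 oxytocin alone as 0%, 75 nM oxytocin as 100%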
M1 ag parental: nonselective activator or artifact in parental CHO-K1 cells; AID 602248; Fluo-8 calcium fluorescence; scaled to maximal ATP response, vehicle zero; activation, % at 3 µM; hit rate 0.48% among 360,000; in the data active means activation above about 15%;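 further: untransfected CHO-K1 host cells lacking M1 receptor as counterscreen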
Starred values were filed as active, the others as inactive; . = not tested or not shown; & = joins results of further samples.

Molecule	CHO-K1 Ca antag	TAAR1 ag	M1 PAM parental	CHRM1 agonist	V1R ag counter	CHO parental Ca	TAAR1 antag	OXTR potentiate	M1 ag parental
CCCn1c(N)c(N(CCOC)C(=O)c2cccc(F)c2)c(=O)[nH]c1=O	-12.3	3.7	8.0	-2.8	0.4	-10.7	-20.5	-3.5	0.7
O=C(Nc1ccccc1)C1Cc2c(-c3ccc(Cl)cc3)ccnc2O1 (configuration not stated)	-5.6	-0.9	9.1	0.9	.	.	-6.2	.	0.2
Cc1cccc(CN2CCN(C3CN(Cc4cn(Cc5ccccc5)nn4)S(=O)(=O)C3)CC2)c1 (configuration not stated)	-13.5	2.2	14.9	.	.	.	-27.5	.	0.8
C/C(N)=C(/C#N)C(=O)CSc1nc(C2CCCCC2)n(-c2ccccc2)n1	-2.8&1.1	3.5&5.0	0.2&12.6	-1.1&-3.4	-0.5	-26.7	-41.7&-1.5	-20.6	0.3&1.0
Cc1cc(=O)oc2cc(OCC(=O)Nc3ccccc3C(=O)O)ccc12	-16.5	1.9	11.8	0.5	1.0	2.6	-3.7	7.9	0.8
COc1ccccc1Oc1nc([N+](=O)[O-])nn1CC(N)=O	-16.5	4.7	13.0	-4.7	1.2	-3.4	-8.5	2.5	0.3
Cc1cccc(C(C)C)c1NC(=O)COC(=O)CN1C(=O)C2CC=CCC2C1=O (configuration not stated)	-5.6	0.7	16.3	-1.9	-0.5	-11.3	-0.1	-15.2	1.9
CCCCn1c(-c2ccc(C(C)(C)C)cc2)nc2cc3[nH]c(=O)c(C(C)C)nc3cc21	-3.5	-1.4	10.3	-0.4	-0.2	-20.6	-8.0	-5.5	-0.2

Other records follow.
Molecule	CHO-K1 Ca antag	TAAR1 ag	M1 PAM parental	CHRM1 agonist	V1R ag counter	CHO parental Ca	TAAR1 antag	OXTR potentiate	M1 ag parental
O=C(O)c1cnn(-c2ccccc2)c1-n1cccc1	-4.9	0.4	9.1	-2.0	0.8	0.1	-4.0	-1.5	0.7
CCOC(=O)N1CCN(CC(=O)Nc2ccc(F)c(F)c2F)CC1	-2.0	0.4	9.8	-6.6	0.9	-7.0	-8.0	-0.1	0.2
CNC(=O)C(=O)Nc1ccc2c(c1)N(S(=O)(=O)c1cccs1)CCC2	6.4	1.3	23.1	-3.3	0.9	-8.4	1.4	-5.1	1.0
CN(C)c1ccc(/C=N/N=C2/SC(CC(=O)O)C(=O)N2c2ccc(O)cc2)cc1 (configuration not stated)	5.5	3.5	-3.7	-4.8	-0.1	-3.0	5.6	-0.7	0.1
CCc1nnc(NC(=O)C2CCCO2)s1 (configuration not stated)	-15.3	1.3	14.7	-4.6	-0.1	1.4	0.9	-13.0	-0.7
CCC(C)(C)NC(=O)C(c1cccnc1)N(C(=O)c1csnn1)c1ccccc1 (configuration not stated)	3.7	1.6	16.5	-0.2	0.7	-8.4	-6.2	-3.3	0.1
O=C(CSc1nnc(-c2ccccc2F)n1C1CC1)NCc1ccco1	-8.2	20.0	3.1	-3.7	0.4	-8.7	-7.0	-0.8	-0.3
CCOc1ccc(CC(=O)Nc2ccc(S(=O)(=O)Nc3cc(C)on3)cc2)cc1OCC	18.6	0.8	-5.2	-7.0	-0.1	-5.5	-6.0	10.3	0.3

Continued:
Molecule	CHO-K1 Ca antag	TAAR1 ag	M1 PAM parental	CHRM1 agonist	V1R ag counter	CHO parental Ca	TAAR1 antag	OXTR potentiate	M1 ag parental
COc1cc(/C=N/NC(=O)c2nnn(-c3nonc3N)c2C(C)C)ccc1OCc1ccc(F)cc1	18.8	1.0	-11.0	0.2	5.7	48.8*	7.5	-8.6	10.0
COc1ccc(/C=C2/SC(=S)N(CCC(=O)O)C2=O)cc1	-4.9	1.6	2.6	-5.4	0.7	-8.5	-7.5	-4.9	0.1
COc1ccc(S(=O)(=O)N2CCOCC2)cc1C(=O)NCC(c1ccccc1)c1ccccc1	-10.0	2.9	10.8	-7.7	.	.	5.1	.	0.0
CCOc1cc(N2CCOCC2)c(OCC)cc1NC(=O)c1cc(C)cc(C)c1	-25.7	5.4	11.0	-4.3	-0.9	-16.9	-21.7	-2.1	1.0
Cn1c(N)c(C(=O)COC(=O)COc2ccc3ccccc3c2)c(=O)n(C)c1=O	0.3	5.2	13.8	-10.5	5.4	-4.0	4.1	-11.8	5.0
O=C(O)C1(Nc2ccc(Br)cc2)CCCC1	5.9	2.0	-4.1	-4.1	.	.	-23.2	.	-0.4
N/C(=N\N=C\c1cccc([N+](=O)[O-])c1)c1nonc1N	8.8	0.3	-22.9	-4.0	-0.2	-7.4	-20.4	-5.9	0.3
CC1(C(=O)NCc2ccccc2)CCC(=O)N1CC(F)(F)F (configuration not stated)	13.7	1.0	-7.3	-4.7	.	.	-11.8	.	0.0

(more compounds)
Molecule	CHO-K1 Ca antag	TAAR1 ag	M1 PAM parental	CHRM1 agonist	V1R ag counter	CHO parental Ca	TAAR1 antag	OXTR potentiate	M1 ag parental
Cc1ccc2c(c1)N(CC(=O)NCCCN1CCCC1)C(=O)CO2	0.2	0.8	-6.0	-10.4	1.3	-5.6	-8.1	-1.3	0.3
COc1ccccc1NC(=O)CSc1nnc(C)n1CC1CCCO1 (configuration not stated)	-4.0	8.1	8.0	0.8	-0.4	-11.3	5.3	-2.6	-0.1
CC(/C=C\C=C\c1ccccc1)=N\NC(=O)c1cncc(Br)c1	-6.2	3.2	16.7	-6.0	1.0	-10.8	21.7	3.5	1.5
Cc1ccc(SCCC(=O)NCc2ccco2)cc1	-5.8	2.2	14.7	-6.3	-0.5	-5.9	1.5	-7.3	2.5
CCn1c(=O)[nH]c2cc(Cl)c(Cl)cc21	6.6	9.5	7.5	-4.3	2.3	-15.0	-4.3	-2.0	4.8
CCOc1ccccc1NC(=O)c1nc(S(=O)(=O)Cc2cccc(C)c2)ncc1Cl	-4.8	-1.6	10.9	-0.8	0.2	-12.3	6.3	-7.2	1.4
C[C@H]1CN([C@@H](C)CO)C(=O)c2cc(Br)cnc2O[C@H]1CN(C)C(=O)c1ccc2c(c1)OCO2	-12.0	6.4	23.4	-1.7	.	.	-6.6	.	0.3
COc1ccc(NC(=O)c2ccc(NC(=O)C3COc4ccccc4O3)cc2)c(OC)c1 (configuration not stated)	-4.3	5.5	-4.3	-4.2	.	.	0.0	.	0.4

New compounds follow:
Molecule	CHO-K1 Ca antag	TAAR1 ag	M1 PAM parental	CHRM1 agonist	V1R ag counter	CHO parental Ca	TAAR1 antag	OXTR potentiate	M1 ag parental
CCCNC(=O)C(Cc1ccccc1)NC(=O)c1ccc(C(C)(C)C)cc1 (configuration not stated)	-3.6	-0.3	1.0	-4.6	-0.9	-4.4	34.2	-6.1	0.3
CC[C@H](C)[C@@H]1NC(=O)c2cc([N+](=O)[O-])cc(F)c2NCCCC[C@@H](C(N)=O)NC(=O)[C@H](CCCCN)NC1=O	-18.8	5.5	19.0	-1.7	-1.7	-4.2	-8.9	-2.7	0.3
COc1ccc(NC(=O)CC2C(=O)NCCN2C(=O)c2ccc(N(C)C)cc2)cc1 (configuration not stated)	-9.1	1.4	-4.1	-0.2	-0.3	-6.1	4.0	-6.2	0.1
O=C(NCc1cccnc1)c1cc(C2CCCCN2S(=O)(=O)c2ccccc2)on1 (configuration not stated)	-1.4	1.2	-17.5	-6.8	.	.	-0.6	.	0.3
OC(c1ccc2ccccc2c1)c1ncc(-c2cccc3ccccc23)[nH]1 (configuration not stated)	0.7	4.5	1.1	-2.3	.	.	-3.1	.	0.4
O=C(c1ccc(CS(=O)c2cccc(Cl)c2)o1)N1CCCCCC1 (configuration not stated)	-8.3	2.7	6.0	-2.1	6.0	-4.3	-3.4	-13.6	11.1
O=C(N/C(=C\c1ccc(Br)cc1)C(=O)N1CCOCC1)c1ccc(Br)o1	-11.1	7.8	5.4	-1.9	0.5	-7.2	-3.2	-10.3	1.4
COC(=O)c1ccc(S(=O)(=O)NCc2ccccc2)n1C	0.9	10.3	0.4	-0.2	1.0	-4.2	-7.9	-6.7	2.8

Three compounds from above, ordered by the number in OXTR potentiate, rising.
compound | OXTR potentiate
O=C(N/C(=C\c1ccc(Br)cc1)C(=O)N1CCOCC1)c1ccc(Br)o1 | -10.3
CCCNC(=O)C(Cc1ccccc1)NC(=O)c1ccc(C(C)(C)C)cc1 (configuration not stated) | -6.1
CC[C@H](C)[C@@H]1NC(=O)c2cc([N+](=O)[O-])cc(F)c2NCCCC[C@@H](C(N)=O)NC(=O)[C@H](CCCCN)NC1=O | -2.7

Next part
Molecule	CHO-K1 Ca antag	TAAR1 ag	M1 PAM parental	CHRM1 agonist	V1R ag counter	CHO parental Ca	TAAR1 antag	OXTR potentiate	M1 ag parental
CCS(=O)(=O)N1CCC(C(=O)N2CCN(Cc3ccccc3)CC2)CC1	2.8	6.2	15.8	-6.1	0.8	-16.5	3.5	-15.4	0.0
COc1ccccc1NC1=NC(C)(C)N=C(N)N1	-8.6	11.1	-4.7	-4.5	0.1	-3.9	-18.6	-10.5	-0.3
Cc1[nH]n(S(=O)(=O)c2ccccc2)c(=O)c1N=Nc1cccc(Cl)c1	2.6	0.9	8.1	-2.2	-0.2	-5.1	-21.3	-9.2	0.6
Cc1ccc2c(C)c(C(=O)NCCN3CCCC(O)C3)oc2c1C (configuration not stated)	-5.2	0.2	-0.2	-5.8	0.8	-17.0	-17.1	-7.8	-0.1
CCCN1CCN(S(=O)(=O)c2ccc3c(c2)NC(=O)C(C)S3)CC1 (configuration not stated)	-11.5	5.9	-10.7	-1.8	2.4	-16.7	-10.7	-0.2	2.1
C[C@@H]1COc2cccc(N3CCN(Cc4ccccc4F)CC3)c2S(=O)(=O)N1	-2.7	7.8	-14.9	.	.	.	1.3	.	2.0
Cc1ccc(-c2nc3ccccc3nc2Cl)cc1	18.5	3.0	-10.9	-2.1	-0.6	9.8	3.9	-3.7	-0.6
CCN1CCN(C(c2ccccc2OC)c2nnnn2C2CCCCC2)CC1 (configuration not stated)	-7.8	1.0	11.5	-8.1	0.7	-24.7	-9.6	-8.3	-0.1
C[C@]12C=CC(=O)C=C1CCC1C3CC[C@](O)(C(=O)CO)[C@@]3(C)CC3OC312 (some centres not stated)	1.4	4.0	6.0	-4.5	0.6	2.4	-27.3	-8.4	0.5
Cc1cc(N2O[C@H]3C=C[C@@H]2C3)no1	-9.8	3.1	9.7	-1.8	.	-2.5	3.1	.	0.6

Compounds as they come, and some 3.3% of all compounds hit somewhere here.
